# FUS suppressor: FUS proteinopathy suppression in yeast | S. cerevisiae FUS-expressing, growth rescue, OD600, 24 h | Potency, µM (titrated, usually from 76.6 µM), for inactives: at the top dose growth rescue (activation), hits mostly activators | 390,000 compounds, 0.24% hits;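 also: potency is read from the fitted curve at half-maximal effect; plate controls were DMSO vehicle for no effect and reference control for full effect; nearly all actives have a fitted effect of over 55% in size; some results filed as inactive show a strong effect at the top dose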
#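 Cultures pregrown in 2.5% raffinose medium are shifted to minimal medium containing 2% galactose to express toxic FUS. Compounds are tested at several concentrations. After 24hr at 30C, growth is quantified at 600 nm absorbance.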
# Akt phos inh: blocks phosphorylation of Akt. Neuro2A IGF-stimulated pAkt S473 HTRF, 20 min; hits give low values. activity change, % for hits at 50 µM. 360,000 compounds, 0.32% hits. AID 651550; in the data active = activity change below about -80%; inconclusive = mostly about -51% to -80%; also: % is scaled to controls: 0 for no effect and ±100 for the full control effect
#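 Single-point screen (50 µM final compound) in Neuro2A cells stimulated 20 min with 6 nM IGF at 37 deg C. After lysis, Ser473-phosphorylated Akt read by HTRF (ex 330 nm, em 615/665 nm) as the 665/615 ratio.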
# GLP1R ag: GLP-1 receptor (human) agonism; P43220; HEK293 GLP-1R CRE-luciferase, luminescence, 4-6 h; cells express a hypersensitive GLP-1R form; Potency, µM (doses to about 45.6 µM), for inactives: top-dose activation, actives largely listed as activators; 380,000 compounds, 0.007% hits; also: potency is read from the fitted curve at half-maximal effect; % of control where 0% means no effect
# TDP-43 yeast inh: TDP-43 toxicity inhibition in yeast. 410,000 compounds, 1.8% hits. TDP-43 expressing yeast growth rescue, BacTiter-Glo, 24 h. AID 652104. Potency, µM (top dose mostly 46.1 µM), inactives show top-dose growth rescue (activation), most hits filed as activators; also: potency is read from the fitted curve at half-maximal effect; % of control where 0% means no effect; nearly all actives have a fitted effect of over 50% in size
#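 Galactose-induced TDP-43 yeast, OD600=0.02, compound pinned; 24 hr, 30 deg C; BacTiter-Glo luminescence for growth. Inhibitors of TDP-43 toxicity read as activators.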
# D3 antag: blocks the human D3 dopamine receptor. P35462. D3R cells, DiscoveRx beta-arrestin luminescence, antagonist mode; hits give low values. max response, negative = inhibition, %. 360,000 compounds, 2.5% hits; in the data active = max response below about -50%; inconclusive = no clear call, values can overlap the other calls; also: % is scaled to controls: 0 for no effect and ±100 for the full control effect; mostly tested at two doses, the higher about 12 µM
# Target sequence (P35462 whole entry, looked up): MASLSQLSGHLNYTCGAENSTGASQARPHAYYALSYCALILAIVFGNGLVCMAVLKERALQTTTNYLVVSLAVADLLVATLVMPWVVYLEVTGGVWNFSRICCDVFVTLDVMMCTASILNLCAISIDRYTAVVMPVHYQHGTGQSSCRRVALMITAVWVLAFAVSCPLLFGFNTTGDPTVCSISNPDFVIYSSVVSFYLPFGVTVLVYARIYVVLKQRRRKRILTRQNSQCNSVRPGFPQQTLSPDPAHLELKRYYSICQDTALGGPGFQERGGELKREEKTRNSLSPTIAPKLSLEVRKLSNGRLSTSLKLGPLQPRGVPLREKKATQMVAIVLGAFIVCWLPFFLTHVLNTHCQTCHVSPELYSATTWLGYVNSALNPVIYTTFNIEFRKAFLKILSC
#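 Cells expressing the human receptor were seeded at 1500 cells/well, incubated overnight at 37 degrees C in 5% CO2, then exposed to library compounds with dopamine controls for 90 minutes at 37 degrees C before luminescent detection.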
# PTHR1 ag: activates the human parathyroid hormone receptor PTHR1; Q03431; HEK293 GP2 PTHR1 cells, GloSensor cAMP luminescence, 1 h; Potency, µM (titrated, usually from 115 µM), for the others: top-dose activation, actives largely listed as activators; 410,000 compounds, 0.075% hits; AID 743266; also: potency is read from the fitted curve at half-maximal effect; nearly all actives have a fitted effect of over 55% in size; some results filed as inactive show a strong effect at the top dose; inactives centre near -15; many of its hits are not listed in these tables
# Target sequence (Q03431 whole entry, looked up): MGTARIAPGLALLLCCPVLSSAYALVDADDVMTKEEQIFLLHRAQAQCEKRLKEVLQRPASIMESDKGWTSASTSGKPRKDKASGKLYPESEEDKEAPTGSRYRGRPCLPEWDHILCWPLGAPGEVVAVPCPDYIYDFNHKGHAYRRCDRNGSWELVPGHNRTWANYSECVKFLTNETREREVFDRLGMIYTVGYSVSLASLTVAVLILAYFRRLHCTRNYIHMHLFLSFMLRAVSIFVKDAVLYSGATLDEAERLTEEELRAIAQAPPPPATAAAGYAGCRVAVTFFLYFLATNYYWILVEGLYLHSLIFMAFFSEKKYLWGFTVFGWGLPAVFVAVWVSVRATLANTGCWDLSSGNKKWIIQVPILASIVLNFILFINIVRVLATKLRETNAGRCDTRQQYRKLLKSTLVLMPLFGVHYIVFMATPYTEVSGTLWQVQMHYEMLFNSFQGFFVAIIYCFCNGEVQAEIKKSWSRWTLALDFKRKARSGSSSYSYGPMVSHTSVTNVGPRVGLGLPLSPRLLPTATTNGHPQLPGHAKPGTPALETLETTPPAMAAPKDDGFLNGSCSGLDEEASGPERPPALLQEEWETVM
#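 HEK-293-derived GP2 cells expressing PTHR1 and a GloSensor cAMP reporter, 3,000/well, plated overnight, given luciferin plus IBMX (each 0.5 mM as added) for 1 h at 37 °C, then compound for 1 h at 37 °C. Luminescence was read after 15 min at room temperature.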
# aSyn rescue: inhibitors of alpha-synuclein toxicity in yeast; Yeast expressing alpha-synuclein, growth rescue, BacTiter-Glo, 24 h; Potency, µM (series often up to 46.1 µM), for inactives: top-dose growth rescue (activation), usual class: activators; 370,000 compounds, 0.14% hits; also: potency is read from the fitted curve at half-maximal effect; % of control where 0% means no effect; nearly all actives have a fitted effect of over 65% in size
#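 Galactose-induced alpha-syn yeast (OD600=0.02, raffinose-pregrown) + pinned cpd, 24 hr, 30 deg C; growth by BacTiter-Glo luminescence. Growth restoration scores as activation.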
# GLP1R inv ag: inverse agonists of human GLP-1 receptor | P43220 | HEK293 GLP-1R CRE-luciferase, luminescence, 24 h; GLP-1R form is constitutively active | Potency, µM (top dose mostly 38.3 µM), without a hit: top-dose activity change, negative = inhibition, actives largely listed as inhibitors | 410,000 compounds, 1.6% hits | AID 624417; also: potency is read from the fitted curve at half-maximal effect; % is scaled to controls: 0 for no effect and ±100 for the full control effect; nearly all actives have a fitted effect of over 55% in size
#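 Cells are plated, allowed 12 hours at 37 deg C, then treated with compounds for 24 hr before luciferase detection reagent is added and luminescence is read after 12 min at room temperature. The HEK293 line carries constitutively active GLP-1R with a cAMP-responsive reporter.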
# Abeta yeast res: restores growth of yeast expressing A-beta42 peptide. AID 1347071. Potency, µM (top dose mostly 46.1 µM), inactives show at the highest dose growth rescue, hits mostly activators. yeast expressing A-beta42, growth rescue, OD600, 48 h; response scale: 0% DMSO, 100% iron-clioquinol control. 410,000 compounds, 0.063% hits; also: potency is read from the fitted curve at half-maximal effect; nearly all actives have a fitted effect of over 55% in size
#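 Growth rescue measured by 600 nm absorbance after 48 h yeast culture at 30 C with compound. Values normalized between DMSO and an equimolar ferric chloride plus clioquinol control.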
# Active calls of the source: *; i = inactive; ? = inconclusive; nt = no result given; [ ] = remark or other dose. Unless noted, calls follow the shape of the dose curve; as a rule, active = well fitted curve in the direction sought with a large enough effect; inconclusive = small, poorly fitted or top-dose-only effect, or another doubt; inactive = no such curve, though single readings can be large; an effect the other way counts as inactive or inconclusive.
# Results follow in this order: D3 antag	aSyn rescue	GLP1R inv ag	FUS suppressor	Abeta yeast res	PTHR1 ag	GLP1R ag	Akt phos inh	TDP-43 yeast inh
O=[N+]([O-])c1ccc(C2CNC(c3ccccc3)O2)cc1 (stereo unspecified)
→ -7	1%	-12%	-1%	12%	i	-6%	i	-16%
CCc1cccc(C)c1NC(=O)c1nc2ccccc2nc1N1CCCCC1
→ nt	nt	-5%	-5%	5%	i	nt	nt	?
CCOC(=O)c1sc2ncn(CC(=O)N(CC)CC)c(=O)c2c1C
→ 11	2%	5%	-2%	9%	-7%[57.5 µM]	5%	i	-15%
Cc1cc(C)cc(NC(=O)CC2NCCNC2=O)c1 (stereo unspecified)
→ -19	-1%	0%	9%	17%	i	-4%	i	-17%
COCc1c(C(=O)NCC(c2ccco2)N2CCCC2)oc2ccccc12 (stereo unspecified)
→ 0	-3%	?	-2%	-6%	9%	1%	i	-16%
CN1CCN(/N=C/c2ccc(-c3ccc([N+](=O)[O-])cc3Cl)o2)CC1
→ -19	-1%	?	10%	-25%	i	6%	i	?
CCOC(=O)N1CCC(NC(=O)C(NS(=O)(=O)c2ccc3c(c2)CCN3C(=O)CC)C(C)C)CC1 (stereo unspecified)
→ 14	0%	-2%	0%	1%	i	2%	i	-2%
O=C(c1cccc(F)c1)N1CCC(O)(c2cccnc2)CC1
→ 13	-14%	3%	29%	13%	-6%	3%	i	14%
OCCN1CCN(Cc2nc(-c3cccc(Cl)c3)no2)CC1
→ -4	-4%	?	4%	-4%	i	15%	i	-24%[0.397 µM]
C=CCC(Nc1ccccc1)C12C=CC(O1)C(C(=O)OC)=C2C(=O)OC (stereo unspecified)
→ -78*	11%	?	-21%	27%	-11%[57.5 µM]	-12%	i	?
CC(=O)N(c1nc(/C=C\C(=O)O)cs1)c1ccccc1F
→ -7	-6%	6%	-21%	7%	i	0%	i	4%
C=CCC[C@H](CCCCC)OC(=O)/C=C/[C@@H](O)[C@H](O)C[C@H](O)CC=C
→ 39	18%	?	37%	12%	i	-10%	i	0%
COc1cc(CN2CCNC(=O)C2CC(=O)N2CCCCO2)cc(OC)c1 (stereo unspecified)
→ 6	-4%	8%	3%	-5%	i	11%	i	-9%
O=C(c1cc(COc2c(F)cccc2F)on1)N1CCN(C2CCCCC2)CC1
→ -6	1%	?	-12%	-2%	-18%	-1%	i	4%
CCSc1ccccc1C(=O)N1CCCC1
→ 12	0%	0%	3%	9%	-18%	-1%	i	-7%
CCN(CC)CCNC(=O)c1ccc(NC(=O)c2cccc(S(=O)(=O)N3c4ccccc4CC3C)c2)cc1 (stereo unspecified)
→ -16	-6%	5.6µM*	14%	10%	i	24%	i	19%
CC(NC(=O)c1ccccc1NC(=O)c1ccco1)c1ccccc1 (stereo unspecified)
→ -12	1%	6%	16%	17%	i	-1%	i	-9%
COC(=O)Cn1cnc2c(nnn2-c2ccc(F)cc2)c1=O
→ 0	0%	8%	-20%	-7%	i	-4%	i	18%
O=C(NCc1ccccn1)C(=O)Nc1nc(C23CC4CC(CC(C4)C2)C3)cs1
→ 31	24%	-14%	-9%	-2%	-41%[inhibitor]	-1%	i	?
CCN(CC)C(=O)c1cccc(-c2csc(C(O)c3ccc(F)c(F)c3)n2)c1 (stereo unspecified)
→ 58	1%	?	32%	7%	-33%[inhibitor]	5%	i	24%
O=C(CC1C(=O)NCCN1Cc1cccc(F)c1)NC1CCCCC1 (stereo unspecified)
→ 2	1%	7%	nt	-8%	-2%	0%	i	-1%
O=S(=O)(NN=C1CCCCCC1)c1ccc(Cl)cc1
→ -4	-3%	3%	-7%	17%	-12%	-4%	i	8%
CCC(=O)Nc1ccc(Cl)c(NC(=S)NC(=O)c2ccco2)c1
→ -14	-2%	45%[activator]	2%	11%	i	12%	i	11µM*
CCN(C(=O)c1cc2cc3ccc(C)cc3nc2o1)c1ccc(OC)cc1
→ 22	18%	-25%	39%	2%	i	19%	i	0%
Cc1cc(Br)ccc1SCC(=O)N1CCN(S(=O)(=O)c2ccccc2)CC1
→ 0	15%	?	30%	17%	i	-1%	i	4%
O=C(CN(CCN1CCOCC1)C(=O)Cn1nnc(-c2ccc(F)cc2)n1)NC1CCCCC1
→ 5	-3%	9%	15%	-15%	i	6%	i	-7%
COC(=O)c1ccccc1Oc1ccc(NC(=O)C(C)(C)CCl)cc1
→ 19	20%	-25%	0%	8%	-1%	4%	i	27%
COc1ccc(S(=O)(=O)N(C)C[C@H]2OCCCC[C@H](C)Oc3ccc(NC(=O)Nc4ccc(F)cc4)cc3C(=O)N([C@H](C)CO)C[C@H]2C)cc1
→ 15	0%	-7%	?	-4%	-19%	-4%	i	12%
CN1CCN(/N=C/c2nc(-c3ccccc3)n3ccccc23)CC1
→ -28	-8%	18%	-11%	-17%	-46%[inhibitor]	3%	i	7%
Cc1cccc(N2CCN(C(=O)CN3C(=O)COc4ccc(S(=O)(=O)N5CCC(C)CC5)cc43)CC2C)c1 (stereo unspecified)
→ nt	6%	11%	-7%	22%	-9%	-4%	nt	6%

# Next structures
# Results follow in this order: D3 antag	aSyn rescue	GLP1R inv ag	FUS suppressor	Abeta yeast res	PTHR1 ag	GLP1R ag	Akt phos inh	TDP-43 yeast inh
Cc1ccc(OCCSc2nnc(-c3ccncc3)n2C)cc1
→ 18	4%	7%	11%	8%	i	-5%	i	?
NC(=O)NCc1cccs1
→ 10	8%	4%	-26%	-7%	i	0%	i	-9%
COC(=O)c1[nH]c2ccccc2c1NC(=O)Oc1ccccc1
→ -52*	4%	0%	-8%	7%	i	-2%	i	20%
Cc1ccc(CSCC(=O)NCc2cccnc2)cc1
→ 9	0%	4%	-16%	-3%	-8%	-4%	i	9%
CSc1cccc(NC(=O)Cn2nc(C)c3sc4ccccc4c3c2=O)c1
→ nt	nt	3%	-11%	1%	12%	nt	nt	-7%
Cc1ccc(NS(=O)(=O)c2cccc3cccnc23)c(Br)c1
→ -3	7%	?	17%	6%	-10%	18%	i	-9%
O=C(NCCCc1ccccc1)c1ccc([N+](=O)[O-])cc1Cl
→ -5	2%	-33%	19%	-11%	-2%	2%	i	-11%[1.82 µM]
COc1cccc(CNC(=O)c2cc(S(=O)(=O)N3CCCC3)cn2C)c1
→ -10	0%	8%	19%	-8%	i	-4%	i	-24%
O=C(CN1C(=O)c2ccccc2C1=O)NN1C(=O)c2ccccc2C1=O
→ -3	4%	2%	26%	-6%	i	7%	?	-8%
COCc1nnc(NC(=O)CCS(=O)(=O)c2ccccc2)s1
→ 3	10%	-9%	1%	-7%	-12%	6%	i	4%
Cc1nn(CC(=O)NCCc2ccccc2)c(=O)c2cccn12
→ ?	2%	8%	-7%	6%	i	-3%	i	30%
COc1cc(SC)ccc1C(=O)OCc1nc2ccsc2c(=O)[nH]1
→ 3	-5%	17%	-4%	-8%	-6%	?	i	23%
COc1ccc2nc(SCC(=O)Nc3cc(OC)c(OC)cc3C(=O)O)c(C)cc2c1
→ 6	11%	16%	26%	-16%	-6%	10%	i	-15%[9.22 µM]
COc1cccc(C(=O)Nc2ccc(N(C)C)cc2)c1OC
→ -24	-7%	-4%	39%	-4%	-6%[57.5 µM]	-1%	i	5%
CCOC(=O)c1c(NC(=O)C(C)N2CCN(S(=O)(=O)c3cccs3)CC2)sc2c1CCC(C)C2 (stereo unspecified)
→ -6	-1%	17%	-10%	-4%	-24%	-2%	i	5%
O=C1[C@H]2[C@@H](C3CC3)N3C(=O)CN(CC4CC4)C(=O)[C@@]3(Cc3ccccc3)[C@H]2C(=O)N1c1ccccc1
→ 3	4%	2%	-1%	-1%	i	5%	i	2%
O=C(CN1C(=O)NC2(CCCCC2)C1=O)NCCc1c[nH]c2ccccc12
→ -6	3%	-21%	19%	11%	i	0%	i	7%
COc1ccccc1NC(=O)CN(C)S(=O)(=O)c1ccc2c(c1)c(=O)n(C)c(=O)n2C
→ nt	nt	0%	-29%	7%	-19%	0%	nt	26%
Cc1ccc(NC(=O)Cc2coc3ccc(C(C)C)cc23)c(C)c1
→ nt	nt	?	?	11%	-5%	nt	nt	3%
CCSc1nnc(Cn2c(=O)sc3ccccc32)n1C
→ 8	-4%	-13%	-26%	0%	-10%	-2%	i	1%
CCOc1ccc(S(=O)(=O)NCCC(=O)NCC(c2ccc(F)cc2)N2CCOCC2)cc1 (stereo unspecified)
→ -10	-2%	6%	7%	3%	i	-1%	i	14%
Cc1ccc(S(=O)(=O)N2CCC(C(=O)N[C@H](C(=O)NCC3CCCO3)C(C)C)CC2)cc1 (stereo partly specified)
→ 22	-2%	0%	32%	-7%	i	-5%	i	20%
CC(NC(=O)CN(c1ccc(Cl)cc1Cl)S(=O)(=O)c1ccccc1)c1ccccc1 (stereo unspecified)
→ nt	nt	8.9µM*	?	3%	-18%	nt	nt	19%
CC(C)N(C(=O)c1sc2cc([N+](=O)[O-])ccc2c1Cl)C(C)C
→ ?	-8%	-2%	15%	-5%	?	3%	i	15%
CN(C)S(=O)(=O)c1ccc(NC(=O)COc2ncnc3c2cnn3-c2ccccc2)cc1
→ 4	-11%	-6%	7%	1%	-10%	-4%	i	5%

# A different layout for some results above.
SMILES,D3 antag,aSyn rescue,GLP1R inv ag,FUS suppressor,Abeta yeast res,PTHR1 ag,GLP1R ag,Akt phos inh,TDP-43 yeast inh
CCSc1nnc(Cn2c(=O)sc3ccccc32)n1C,8,-4%,-13%,-26%,0%,-10%,-2%,i,1%
CCOc1ccc(S(=O)(=O)NCCC(=O)NCC(c2ccc(F)cc2)N2CCOCC2)cc1 (stereo unspecified),-10,-2%,6%,7%,3%,i,-1%,i,14%
Cc1ccc(S(=O)(=O)N2CCC(C(=O)N[C@H](C(=O)NCC3CCCO3)C(C)C)CC2)cc1 (stereo partly specified),22,-2%,0%,32%,-7%,i,-5%,i,20%

# Screens from PubChem.

# Only part of the results is shown (hit frequency here may not be typical).
